KCNQ1 inh – human KCNQ1 channel inhibition; P51787; B-score at 10 µM; 310,000 compounds, 1.3% hits; CHO-K1 KCNQ1, FluxOR thallium flux fluorescence; stronger effect = higher value;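 active = compounds whose thallium flux B-score, printed positive for inhibition, exceeds three library SD while starting fluorescence stays within three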;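 note: channel opened by potassium depolarization with thallium stimulus after 20 min compound exposure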
PolyA inhibitor – yeast polyadenylation inhibition. S. cerevisiae SKY197-pL101 polyadenylation reporter, beta-gal luminescence; efflux-impaired pdr1/pdr3 knockout yeast; score 100 = 6 SD above DMSO. calls only at 12 µM. 300,000 compounds, 0.02% hits;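 active = lowest replicate activity score at least 50, where 100 means six control SD above control mean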;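 note: yeast exposed to compound for 9 h at 30 °C; higher score means more reporter readthrough which indicates perturbed polyadenylation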
hERG protect – shields human hERG channel from block by proarrhythmic agents. Q12809. CHO-hERG, FluxOR thallium flux, dofetilide IC70 present. AID 1511. 310,000 compounds, 0.51% hits. activation (rescue from dofetilide block), less the hit threshold, % at 10 µM;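 active = activation above the mean of controls blocked by dofetilide plus 5 SD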;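 note: thallium influx through hERG after potassium depolarization seen as dye fluorescence rise; in these data hits start at about 4.7%; inactives centre near -7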
Target sequence (Q12809 whole entry, looked up): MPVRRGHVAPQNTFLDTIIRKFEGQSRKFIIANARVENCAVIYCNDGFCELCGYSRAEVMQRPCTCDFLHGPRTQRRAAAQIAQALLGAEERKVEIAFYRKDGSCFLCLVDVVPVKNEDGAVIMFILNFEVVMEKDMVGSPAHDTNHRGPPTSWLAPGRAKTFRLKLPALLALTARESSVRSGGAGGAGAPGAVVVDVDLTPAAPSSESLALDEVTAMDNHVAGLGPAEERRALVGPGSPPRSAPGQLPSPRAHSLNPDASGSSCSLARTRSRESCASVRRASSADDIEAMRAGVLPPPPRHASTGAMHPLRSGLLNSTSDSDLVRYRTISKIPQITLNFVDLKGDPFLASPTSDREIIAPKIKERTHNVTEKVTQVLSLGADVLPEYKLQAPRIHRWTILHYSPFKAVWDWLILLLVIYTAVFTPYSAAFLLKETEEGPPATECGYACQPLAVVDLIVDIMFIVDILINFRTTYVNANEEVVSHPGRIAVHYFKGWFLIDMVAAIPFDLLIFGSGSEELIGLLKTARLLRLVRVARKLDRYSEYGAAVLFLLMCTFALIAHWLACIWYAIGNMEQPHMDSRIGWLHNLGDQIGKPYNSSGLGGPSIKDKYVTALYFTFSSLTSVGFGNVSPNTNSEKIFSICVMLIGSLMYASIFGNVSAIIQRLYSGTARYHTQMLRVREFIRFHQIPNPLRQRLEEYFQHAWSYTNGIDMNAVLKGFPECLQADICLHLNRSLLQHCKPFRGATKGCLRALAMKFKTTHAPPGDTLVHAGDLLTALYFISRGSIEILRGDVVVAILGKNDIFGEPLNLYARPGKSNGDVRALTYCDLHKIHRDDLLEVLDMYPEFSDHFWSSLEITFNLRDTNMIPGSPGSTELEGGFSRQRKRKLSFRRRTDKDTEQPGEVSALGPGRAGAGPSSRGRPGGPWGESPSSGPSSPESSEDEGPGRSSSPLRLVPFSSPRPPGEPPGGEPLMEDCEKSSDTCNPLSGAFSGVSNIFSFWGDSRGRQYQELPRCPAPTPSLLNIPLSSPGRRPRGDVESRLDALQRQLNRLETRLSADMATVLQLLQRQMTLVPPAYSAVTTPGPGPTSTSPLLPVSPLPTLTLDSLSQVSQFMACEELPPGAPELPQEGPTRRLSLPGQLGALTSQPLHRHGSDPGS
RGS4 act – RGS4 potentiation or activation; HEK293 M3R/inducible RGS4, carbachol calcium flux Fluo4; stronger effect = lower value; B-score at 10 µM; 310,000 compounds, 0.92% hits;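 active = B-score of the integrated calcium signal more than 4 SD below the library mean, with starting fluorescence not abnormally high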;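 note: negative B-score means reduced calcium response which marks RGS4 activation or potentiation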
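Detection: kinetic calcium fluorescence imaging with Fluo4-AM dye, 2 µM / Material: HEK293 cells with stable M3R and inducible RGS4 / Schedule: recording 10 s baseline at 1 Hz, 100 s post-agonist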
KCNK9 block – blocks the human KCNK9 two-pore domain potassium channel. Q9NPC2. HEK293 KCNK9, FluxOR thallium flux fluorescence; stronger effect = lower value. B-score at 10 µM. 310,000 compounds, 1.2% hits. AID 488922;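 active = ratio B-score over 3 SD below the library mean, with starting fluorescence within 5 SD of its mean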;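 note: negative B-score means less thallium flux so channel inhibition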
DYRK1A inh – Dyrk1A (rat) kinase inhibition; Q63470; ADP-Glo luminescence, NFATc1 peptide; inhibition, % at 12.5 µM; 310,000 compounds, 0.43% hits; AID 504441; in the data active = inhibition above about 50%;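 note: plate controls were vehicle with enzyme for no effect and no enzyme for full effect; many of its hits are not listed in these tables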
GSK3beta inhib – inhibitors of human GSK3beta kinase; 300,000 compounds, 0.038% hits; P49841; GST-GSK3beta kinase, ADP-Glo luminescence, 60 min; stronger effect = lower value; activity score (negative = inhibition), % at 10 µM;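 active = more than half of replicate wells score below -50%, meaning over 50% inhibition versus plate controls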;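 note: 0% = median DMSO wells and -100% = median GW8510 positive control wells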
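test system = GST-tagged human GSK3beta kinase, cell-free | reagent = 25 µM ATP with peptide substrate | dosing = one dose of 10 µM per compound | schedule = 60 min reaction, RT | detection = luminescent ADP-Glo measurement of ADP formed | control set = DMSO neutral wells and GW8510 at 20 µM as positive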
GSK3A inh – blocks human GSK-3 alpha kinase. P49840. ADP-Glo luminescence, 60 min. inhibition, % at 10 µM. 320,000 compounds, 0.1% hits. AID 2650;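 in the data active = inhibition above about 50%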;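 note: GST-tagged GSK-3 alpha with peptide substrate and 25 µM ATP; 0% = DMSO neutral wells and 100% = GW8510 positive control wells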
KCNK3 block – human KCNK3 channel inhibition, primary screen | O14649 | CHO-KCNK3 thallium flux, FluxOR fluorescence; stronger effect = lower value | B-score at 10 µM | 340,000 compounds, 0.84% hits | AID 602410;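 active = B-score under library mean minus 4 SD, starting fluorescence ratio at most library mean plus 5 SD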;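 note: more negative B-score means stronger inhibition of thallium flux through KCNK3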
RGS4 inh – inhibitors of human RGS4; P49798; HEK293 M3R/RGS4 inducible, Fluo-4 calcium flux; stronger effect = higher value; triggered by carbachol at its EC20; B-score at 10 µM; 310,000 compounds, 0.45% hits;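 active = B-score, a plate-corrected calcium signal, over three deviations above library mean, with baseline fluorescence within five deviations of library mean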;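 note: RGS4 expression induced by doxycycline in cells with stable M3 receptor; B-score is computed from the integrated fluorescence ratio over baseline after carbachol; higher B-score means a larger calcium signal and so more RGS4 inhibition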
KCNQ1 pot – potentiators or activators of human KCNQ1 potassium channel. P51787. CHO-K1 KCNQ1, thallium flux FluxOR fluorescence; stronger effect = higher value. 310,000 compounds, 0.35% hits. B-score at 10 µM;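 active = fluorescence ratio B-score, a plate-corrected score, at least three library SD, with initial intensity B-score within 5 SD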
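Test system: CHO-K1 cells stably expressing KCNQ1 / Medium: assay buffer / Also added: depolarizing K+/Tl+ stimulus, K2SO4 and Tl2SO4 each 12.5 mM in 5x stock / Incubation: 90 min dye loading and 20 min compound exposure, both at room temperature / Signal: thallium influx via FluxOR fluorescence, kinetic imaging / Evaluation: B score of baseline-normalized fluorescence ratio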
The depositor's hits bear a star; i = inactive; nt = no result given. Only part of the results is shown, so the mix of outcomes need not match the whole.

SMILES	KCNQ1 inh	PolyA inhibitor	hERG protect	RGS4 act	KCNK9 block	DYRK1A inh	GSK3beta inhib	GSK3A inh	KCNK3 block	RGS4 inh	KCNQ1 pot
CCOc1ccccc1NC(=O)CN1CCc2ccccc2C1	i	i	-13	i	i	-1	-1	-1	i	i	i
Cc1cc2oc(=O)c(CC(=O)NCCCN(C)C)c(C)c2c2occ(C(C)(C)C)c12	i	i	-11	-7.9*	i	nt	-10	11	nt	i	i
CNC(=S)N/N=C1\CC(c2ccccc2)Oc2ccccc21 (stereo not given)	i	i	-5	i	i	-4	-3	3	i	i	i
Cn1c(SCC(=O)Nc2ccc3c(c2)OCO3)nnc1-c1cnccn1	i	i	-5	i	i	-2	1	-2	i	i	i
CC1CCN(S(=O)(=O)c2cn(C)c(=O)n(C)c2=O)CC1	i	i	-6	i	i	-4	0	-2	i	i	i
CC(=O)OCCCn1c(C)[n+](C)c2cc(Cl)c(Cl)cc21	i	i	-7	i	i	2	-3	0	i	i	i
O=C(NC(=S)Nc1cc(Cl)ccc1N1CCOCC1)c1ccccc1[N+](=O)[O-]	i	i	-6	i	i	3	1	-1	i	i	i
CC(NC(=O)c1ccccc1)c1ccc(Br)cc1 (stereo not given)	i	i	-6	i	i	6	0	-1	i	i	i
CC(=O)N1CCN(Cc2nc3cc(NS(C)(=O)=O)ccc3n2C)CC1	i	i	-16	i	i	0	0	-2	i	i	i
COc1ccc(C(=O)N2CCc3cc(OC)c(OC)cc3C2c2cccc([N+](=O)[O-])c2)cc1OC (stereo not given)	i	i	-9	i	i	-7	-4	1	i	i	i
CCOC(=O)N1N=C(CC)CC1(O)C(F)(F)F (stereo not given)	i	i	0	i	i	-5	3	0	i	i	i
CCOC(=O)CCNCc1ccc(F)cc1	i	i	-11	i	i	nt	1	-2	i	i	i
COc1ccc(C(=O)C2CCN(C(=S)NCCc3ccc(OC)c(OC)c3)CC2)cc1	i	i	-12	i	i	2	0	-3	i	i	i
CCC(C)OC(=O)C1=C(C)O[C@]23OC(N)=C(C#N)[C@]12C(=O)c1ccccc13 (stereo not given in full)	i	i	-13	i	i	1	3	0	i	i	i
Cc1ccc(NC(=O)CN2CCCCCC2)c(Br)c1	i	i	-8	i	i	-8	2	nt	i	i	i
COCCCn1c(C(=O)N2CCOCC2)cc2c(=O)n3cccc(C)c3nc21	i	i	-16	i	i	2	0	0	i	i	i
Cn1c(C(=O)Nc2ccc3c(c2)OCCO3)cc2c(=O)n(C)c3ccccc3c21	i	i	-21	-7.2*	i	11	0	nt	i	i	i
CSCCC(NC(=O)c1ccco1)C(=O)O (stereo not given)	i	i	-2	i	i	nt	2	0	i	i	i
CC(C)N(C(=O)COC(=O)CNC(=O)c1ccc(Br)cc1)c1ccccc1	i	i	-8	i	i	-1	-1	0	i	i	i
CCOC(=O)c1c(NC(=O)Cn2nnc(-c3ccc(Cl)cc3)n2)sc(C)c1C	i	i	-4	i	i	-9	-5	nt	i	i	i
O=C(C#Cc1ccccc1)Nc1ccccc1F	i	i	-6	i	i	-4	1	-1	i	i	i
CC(=O)Cn1cnc2c(sc3nc(C)cc(C)c32)c1=O	i	i	-5	i	i	nt	1	-3	i	i	i
CCCC(=O)Nc1nnc(S(=O)(=O)N2CCCCCC2)s1	i	i	-7	i	i	0	-3	-2	i	i	i
COc1ccc(C2CC(=O)C(C=NCCCO)=C(O)C2)cc1 (stereo not given)	i	i	-9	i	i	-1	-1	-2	i	i	i
CCS(=O)(=O)NCc1ccc2c(c1)cc(C)n2C	i	i	-5	i	i	8	-5	1	i	i	i
CCc1ccc(C(O)(c2ccccc2OC)C(CN2CCOCC2)c2ccccc2)cc1 (stereo not given)	i	i	-7	i	i	4	-23	2	i	i	i
COc1ccc(C(=O)Nc2ccc(S(=O)(=O)Nc3ncccn3)cc2)cc1OC	i	i	-10	i	i	8	3	0	i	i	i
C=CCNc1cccc(Br)c1	i	i	-1	i	i	2	0	-3	i	i	i
CCN(CC)S(=O)(=O)c1ccc(OC)c(NC(=O)c2ccc([N+](=O)[O-])cc2)c1	i	i	-11	i	i	-1	0	-1	i	i	i
O=C(O)c1ccccc1C(=O)Nc1ccccc1[N+](=O)[O-]	i	i	-5	i	i	-1	0	3	i	i	i
CCOc1ccc(/C=N/NC(=O)C(=O)NCc2ccco2)cc1	i	i	-9	i	i	3	3	-4	i	i	i
CCOC(=O)c1ccc(Nc2sc(C(=O)c3cccc([N+](=O)[O-])c3)c(N)c2C#N)cc1	i	i	-6	i	i	5	-4	1	i	i	i
CCCCNC(=O)N1CCN(C(=O)C2CCCO2)CC1 (stereo not given)	i	i	-8	i	i	5	2	-4	i	i	i
CCCCc1nccn1CCn1ccnc1CCCC	i	i	-9	i	i	-2	0	2	i	i	i
Cc1nc(SC2CC(=O)N(c3cc(Cl)cc(Cl)c3)C2=O)nc2c1CCCC2 (stereo not given)	i	nt	3	i	i	2	2	-27	-9.8*	i	i
NC1=NC[C@H](Cc2ccccc2)N1CCc1cc(C(F)(F)F)cc(C(F)(F)F)c1	i	i	-14	i	i	-1	-10	10	i	i	i
Cc1cc(C)c(NC(=O)C2=CCN(S(=O)(=O)c3ccc(F)cc3)CC2)c(C)c1	i	i	2	i	i	3	0	2	i	i	i
Cc1cc(C)c(-n2nnnc2SC(C)C)c(C)c1	i	i	-5	i	-11*	-3	3	4	i	i	i
CCc1ccc(-c2cc(C)no2)cc1S(=O)(=O)Nc1ccc(Cl)cn1	i	i	-2	i	i	0	1	0	i	i	i
COc1cccc(/C=C2/C(=O)NN(c3ccc(C)c(C)c3)C2=O)c1	i	i	-1	i	i	nt	2	3	i	15*	i
CCc1nnc(NC(=O)c2ccc(-c3ccc(Cl)cc3)o2)s1	i	i	-10	i	i	8	1	0	i	i	i
CCC1Oc2ccc(C)cc2N(CC(=O)NC2CCCCC2)C1=O (stereo not given)	i	i	-2	i	i	-2	4	-1	i	i	i
c1ccc(-c2nc(N3CCOCC3)sc2-c2ccccc2)cc1	8*	i	-7	i	i	1	-22	0	i	i	i
CNc1c(NS(=O)(=O)c2cc(NC(C)=O)ccc2C)c(=O)oc2ccccc12	i	i	-11	i	i	-2	1	3	i	i	i
COc1cccc(NC(=O)CN(C)C(=O)c2cc(-c3cccc(Br)c3)nc3ccccc23)c1	i	i	-17	-9.5*	i	8	-4	-1	-14*	i	i
O=C(O)C1CCCCC1C(=O)NCCc1ccncc1 (stereo not given)	i	i	-6	i	i	-10	2	-2	i	i	i
N#C/C(=C\c1cn(CCOc2ccccc2)c2ccccc12)C(=O)NCc1ccco1	i	i	-4	i	i	-3	1	-2	i	i	i
COC(=O)C(O)(CC(=O)Nc1cc(OC)c(OC)c(OC)c1)C(F)(F)F (stereo not given)	i	i	-9	i	i	6	-4	1	i	i	i
Cc1nc2sc(C(c3ccco3)N3CCOCC3)c(O)n2n1 (stereo not given)	i	i	-4	i	i	-1	1	1	i	i	i
O=[N+]([O-])c1nn(-c2ccccc2)[n+]([O-])c1N1CCN(c2ccccc2F)CC1	i	i	-6	i	i	7	-1	14	i	i	i

Entries of single compounds as entered above:
Entry for COc1cccc(/C=C2/C(=O)NN(c3ccc(C)c(C)c3)C2=O)c1 → KCNQ1 inh = i; PolyA inhibitor = i; hERG protect = -1; RGS4 act = i; KCNK9 block = i; DYRK1A inh = nt; GSK3beta inhib = 2; GSK3A inh = 3; KCNK3 block = i; RGS4 inh = 15*; KCNQ1 pot = i
Entry for CNc1c(NS(=O)(=O)c2cc(NC(C)=O)ccc2C)c(=O)oc2ccccc12 → KCNQ1 inh = i; PolyA inhibitor = i; hERG protect = -11; RGS4 act = i; KCNK9 block = i; DYRK1A inh = -2; GSK3beta inhib = 1; GSK3A inh = 3; KCNK3 block = i; RGS4 inh = i; KCNQ1 pot = i
Entry for CCOc1ccccc1NC(=O)CN1CCc2ccccc2C1 → KCNQ1 inh = i; PolyA inhibitor = i; hERG protect = -13; RGS4 act = i; KCNK9 block = i; DYRK1A inh = -1; GSK3beta inhib = -1; GSK3A inh = -1; KCNK3 block = i; RGS4 inh = i; KCNQ1 pot = i

Carrying on:
SMILES	KCNQ1 inh	PolyA inhibitor	hERG protect	RGS4 act	KCNK9 block	DYRK1A inh	GSK3beta inhib	GSK3A inh	KCNK3 block	RGS4 inh	KCNQ1 pot
Cc1ccc(OCC(O)CN2CCCC2)cc1 (stereo not given)	i	i	-3	i	i	-4	4	-1	i	i	i
CC(=O)c1cccc(NC(=O)C(C)OC(=O)Cc2n[nH]c(=O)c3ccccc23)c1 (stereo not given)	i	i	-19	i	i	6	1	-1	i	i	i
COc1ccc(N=C2SC(CC(=O)Nc3ccccc3)C(=O)N2CC2CCCO2)cc1 (stereo not given)	i	i	-1	i	i	11	-1	2	i	i	i
CC1CCOC2(O1)C(=O)Nc1ccccc12 (stereo not given)	i	i	-9	i	i	-1	1	-3	i	i	i
COc1ccc(C(=O)O)cc1S(=O)(=O)N1CCN(c2ccccn2)CC1	i	i	-10	i	i	-4	2	-3	i	i	i
O=C(NC1CCCCCC1)c1cc(S(=O)(=O)N2CCCCC2)ccc1N1CCOCC1	i	i	-11	i	i	-1	-1	-1	i	i	i
CCN(CC)S(=O)(=O)c1cccc(-c2n[nH]c(=S)n2/N=C/c2ccc(Br)cc2)c1	i	i	-5	i	i	3	2	-1	i	i	i
Nc1cc(C(=O)O)c(Oc2ccc(Cl)cc2Cl)cc1C(=O)O	i	i	2	i	i	-1	4	-2	i	i	i
O=C(O)CC1(CC(=O)Nc2cc3ccccc3cn2)CCCCC1	i	i	-8	i	i	nt	2	-1	i	i	i
CCOC(=O)c1c(-c2ccc(C)o2)csc1NC(=O)CSc1nncs1	i	i	-13	i	i	3	-15	7	i	13*	i

A few values from the results shown:
COc1ccc(C(=O)O)cc1S(=O)(=O)N1CCN(c2ccccn2)CC1 | hERG protect: -10
COc1ccc(C(=O)Nc2ccc(S(=O)(=O)Nc3ncccn3)cc2)cc1OC | hERG protect: -10
COC(=O)C(O)(CC(=O)Nc1cc(OC)c(OC)c(OC)c1)C(F)(F)F (stereo not given) | GSK3beta inhib: -4
CCN(CC)S(=O)(=O)c1cccc(-c2n[nH]c(=S)n2/N=C/c2ccc(Br)cc2)c1 | GSK3A inh: -1

Screens as filed in PubChem BioAssay.
